# NPR1 activator = GC-A (human) enzyme activation. HEK293 GC-A cells, cGMP TR-FRET, EC30 ANP; 0% at EC30 ANP, 100% saturating ANP. activation, % at 10 µM. hit rate 0.14% among 370,000; in the data active means activation above about 40%
# sPLA2-III inh = Inhibits HGIII-sPLA2 liposome hydrolysis, primary screen | Q9NZ20 | QFRET BODIPY PC-A2 liposome hydrolysis, fluorescence | inhibition, % at 12.2 µM | hit rate 0.56% among 370,000;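 active means inhibition above mean plus 3 SD of compounds lying within the high and low control bounds, cut at about 19% in these data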;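 further: 0% = median of test compound wells and 100% = no enzyme DMSO wells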
# Target sequence (Q9NZ20 whole entry, looked up): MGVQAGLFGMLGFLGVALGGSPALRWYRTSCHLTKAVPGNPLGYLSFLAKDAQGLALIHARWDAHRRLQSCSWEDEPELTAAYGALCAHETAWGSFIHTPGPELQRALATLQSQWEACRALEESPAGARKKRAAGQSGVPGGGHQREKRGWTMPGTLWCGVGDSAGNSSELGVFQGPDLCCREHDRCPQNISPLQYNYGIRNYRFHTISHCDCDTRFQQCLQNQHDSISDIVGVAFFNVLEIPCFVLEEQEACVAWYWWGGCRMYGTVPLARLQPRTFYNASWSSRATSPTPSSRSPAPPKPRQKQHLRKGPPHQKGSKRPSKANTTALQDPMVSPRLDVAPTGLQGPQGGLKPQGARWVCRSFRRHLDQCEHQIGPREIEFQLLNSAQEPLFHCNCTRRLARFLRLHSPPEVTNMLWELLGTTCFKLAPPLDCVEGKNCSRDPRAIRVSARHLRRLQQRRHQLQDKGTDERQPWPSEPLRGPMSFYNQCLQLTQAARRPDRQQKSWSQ
# ADAM10 inh = ADAM10 inhibition, QFRET primary screen; recombinant ADAM10, EDANS/DABCYL FRET peptide cleavage, 3 h; inhibition, % at 7 µM; hit rate 0.62% among 370,000;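 active means inhibition above a per-campaign cutoff equal to the mean of compounds falling between control-based bounds plus 3 SD, cut at about 20% in these data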;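 further: 0% = DMSO wells while the 100% control is not disclosed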
# DDE Tn6 FP inh = disrupts Tn6 cyclic peptide binding to fibrin D-Dimer-E complex; Fibrin DD(E) TRITC-Tn6 fluorescence polarization displacement; P02675; hit rate 0.21% among 370,000; AID 720509; inhibition, % at 8.3 µM;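 active means inhibition above a per-campaign cutoff: mean of compounds within control limits plus 3 SD, cut at about 15% in these data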;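 further: 0% = median of all compound wells on the plate and 100% = blocking peptide control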
# Target sequence (P02675 whole entry, looked up): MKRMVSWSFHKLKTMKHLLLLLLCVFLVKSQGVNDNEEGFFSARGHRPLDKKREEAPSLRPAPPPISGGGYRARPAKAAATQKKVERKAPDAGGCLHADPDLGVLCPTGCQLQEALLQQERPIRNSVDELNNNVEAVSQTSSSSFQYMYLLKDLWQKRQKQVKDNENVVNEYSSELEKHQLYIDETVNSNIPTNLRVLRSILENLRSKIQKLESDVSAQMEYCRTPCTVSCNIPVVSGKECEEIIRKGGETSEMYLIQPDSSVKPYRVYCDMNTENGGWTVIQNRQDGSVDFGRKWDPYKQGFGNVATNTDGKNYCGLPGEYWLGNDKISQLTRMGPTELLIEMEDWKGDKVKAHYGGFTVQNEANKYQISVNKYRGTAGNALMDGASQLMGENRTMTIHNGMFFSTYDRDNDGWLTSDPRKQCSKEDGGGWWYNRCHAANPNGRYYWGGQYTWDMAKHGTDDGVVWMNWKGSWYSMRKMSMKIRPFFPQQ
# FXN GAA850 act = activators of GAA850 frataxin (FXN) promoter; hit rate 0.56% among 360,000; HEK293 lucGAA850 FXN promoter luciferase reporter, 24 h; percent of 10 µM SAHA response; activation, % at 6 µM; AID 540364;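 active means activation above the average of all compounds screened plus 3 SD, cutoff fixed separately per campaign, cut at about 7.5% in these data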;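 further: 0% = DMSO wells and 100% = 10 µM SAHA wells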
# ARFGAP1 inh = inhibits rat ARF GTPase activating protein 1 | Q62848 | Arfgap1-stimulated ARF1 GTP hydrolysis, GDP FP detection | inhibition, % at 16.5 µM | hit rate 0.26% among 360,000 | AID 651572;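 active means inhibition above a per-plate limit, mean inhibition of low control wells plus 3 SD, cut at about 25% in these data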;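 further: 0% = DMSO wells with enzyme and 100% = wells lacking Arfgap1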
#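 material = rat Arfgap1 catalytic domain, aa 1-136 | also added = human ARF1(Δ1-17)-GTP substrate | compound dosing = one concentration, 16.5 µM, DMSO 1.26% | times = GTP hydrolysis reaction 2 h at 25 °C | measured by = FP, GDP Alexa 633 tracer displaced from anti-GDP antibody, 620/688 nm | evaluation = percent inhibition of Arfgap1-stimulated GTP hydrolysis | replication = single well per compound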
# NPR2 activator = GC-B (human) receptor activation | HEK293-GC-B cells, CNP EC30, cGMP TR-FRET; 0% at EC30 CNP, 100% saturating CNP | hit rate 0.11% among 370,000 | P20594 | activation, % at 10 µM;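 active means activation at 10 µM reaching about 35% in either raw or pattern-adjusted values, limit read from the data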
# KLK7 zymogen act = activators of human kallikrein-7 zymogen; P49862; purified proKLK7, EDANS-DABCYL substrate fluorescence; 100% is mature enzyme control, 0% vehicle; activation, % at 7 µM; hit rate 0.9% among 370,000; AID 652039;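 active means activation above the mean of all tested compounds plus 3 SD, computed per campaign excluding outliers beyond control limits, cut at about 13% in these data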
# ASAP1 GAP inh = blocks human ASAP1-stimulated Arf1 GTP hydrolysis | Q9ULH1 | GDP FP detection | inhibition, % at 16.5 µM | hit rate 0.19% among 360,000 | AID 624377; in the data active means inhibition above about 25%;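 further: 0% = vehicle with enzyme and substrate and 100% = no enzyme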
# rCAG binder = binds r(CAG) RNA repeats; hit rate 1.3% among 370,000; inhibition, % at 3 µM; r(CAG) RNA repeat, TO-PRO-1 dye displacement fluorescence;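 active means inhibition above the plate cutoff, the mean of all test compounds on that plate plus 3 SD, cut at about 35% in these data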;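 further: 0% = DMSO alone and 100% = 100 µM mitoxantrone as full dye displacement; higher means more dye released from RNA so lower well fluorescence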
# Active calls of the source: *; / = no result given.
SMILES,NPR1 activator,sPLA2-III inh,ADAM10 inh,DDE Tn6 FP inh,FXN GAA850 act,ARFGAP1 inh,NPR2 activator,KLK7 zymogen act,ASAP1 GAP inh,rCAG binder
CC(C)Oc1cccc(C(=O)NC(=S)Nc2cccc(NC(=O)c3ccccc3Cl)c2)c1,0,8,9,-3,2.9,2,4,-0.1,6,16
CC(C)[C@@H]1Cc2[nH]c(=O)[nH]c(=O)c2[C@H](c2ccc(F)cc2)O1,3,-2,-4,8,/,8,4,0.4,8,5
CCCOc1ccc(CNC(=O)C2CCN(c3nn4c(=O)cc(C)nc4s3)CC2)cc1,-3,5,2,1,1.6,2,-2,-0.4,0,-4
CC1(c2nnnn2-c2ccc3c(c2)OCCO3)CCC(=O)N1C1CC1 (stereo not drawn),1,5,-12,1,/,0,-2,0.5,-4,0
CC(=O)c1cccc(NC(=O)CCS(=O)(=O)c2ccc(Br)s2)c1,0,-3,-4,-3,0.0,-6,0,0.0,-10,0
CC12CCC(=O)N1C(C(=O)Nc1nc3ccc(Cl)cc3s1)CS2 (stereo not drawn),9,-5,-2,2,3.2,11,-4,-0.3,-2,6
O=C(NCCCc1ccncc1)C1CCC(=O)N(CCc2cccc(F)c2)C1 (stereo not drawn),1,5,-9,-4,-4.2,-6,-1,0.0,-5,-6
CCCCOc1ccc(-c2nnn(CC(=O)Nc3ncc(CC(=O)OCC)s3)n2)cc1,-2,-56,14,-6,1.7,11,-3,0.2,2,26
CC(C)COc1cccc(C(=O)Nc2ccc(N3CCOCC3)cc2N2CCOCC2)c1,-2,-1,-3,1,1.0,12,-3,0.3,-7,-1
Cc1cc(C(=O)NNC(=O)c2cccc(N(C)C)c2)c(C)o1,-3,1,-7,-1,-2.0,-1,-6,0.7,5,-3
O=C(Nc1ccc(F)cc1)N1CCN(C(=O)C2CCCO2)CC1 (stereo not drawn),-1,12,-9,-7,2.3,-1,-1,-0.1,2,-2
Cc1c(CC(=O)O)c(=O)oc2c(C)c3occ(-c4ccccc4)c3cc12,-3,-3,-31,-1,0.6,6,-5,-2.9,-10,17
N#Cc1ncc(C(F)(F)F)cc1Sc1ccc(N)cc1,0,1,-4,7,4.8,1,1,0.1,6,-4
COCC(=O)N1CCCC(C(=O)c2ccc3c4c(cccc24)CC3)C1 (stereo not drawn),1,-2,-312,-1,0.2,11,1,5.6,-8,4
Cc1nn(C)c(C)c1S(=O)(=O)N1CCCC(C(=O)NCC2COc3ccccc3O2)C1 (stereo not drawn),0,0,-8,0,0.9,-6,2,0.0,4,-3
CCOC(=O)Cn1c(C)nc2c(C(=O)OCC)sc(C)c2c1=O,0,-1,-16,-1,1.4,-9,11,-0.2,-13,1
COc1cc(-c2noc(C)c2C(=O)NCc2ccc(C)o2)cc(OC)c1OC,-6,-3,-6,-6,1.4,-7,-8,0.0,10,3
Cc1ccc([N+](=O)[O-])cc1NC(=O)Cc1cccs1,-5,7,5,-2,1.8,-3,5,-1.1,5,33
CCOC(=O)C1=C(COC(=O)COc2cccc(C)c2C)NC(=O)NC1C (stereo not drawn),-1,10,-16,-9,-0.6,-5,-5,0.3,-9,-2
O=C(c1cccc(F)c1)N1CCN(S(=O)(=O)c2ccccc2)CC1,-2,4,5,-1,0.9,-2,4,0.4,6,0
COc1ccc(CCN2C(=O)c3ccccc3C2c2nnnn2-c2c(C)cccc2C)cc1OC (stereo not drawn),0,3,3,2,/,-11,-5,0.5,10,1
COP(=O)(O)C(COCCC(CC(C)C)NC(=O)OCc1ccccc1[N+](=O)[O-])NC(=O)OCc1ccccc1 (stereo not drawn),0,-8,-6,-2,/,/,-1,/,/,/
CC[C@H](C)[C@H](NC(=O)c1ccccc1)C(=O)Nc1ccc(S(=O)(=O)Nc2cc(C)nc(C)n2)cc1,0,-16,2,-1,3.0,0,3,0.7,-6,12
CCOC(=O)C1=CCN(S(=O)(=O)c2ccccc2C)C1c1ccc(Cl)cc1 (stereo not drawn),-14,-10,11,-5,/,-1,-12,0.8,0,3
CN(C)/C(Cn1cncn1)=C1/N=C(c2c(F)cccc2F)OC1=O,4,-1,9,0,-2.2,-7,-6,-0.1,0,-1

# 11 entries from above, arranged by SMILES length, rising:
SMILES,NPR1 activator,sPLA2-III inh,ADAM10 inh,DDE Tn6 FP inh,FXN GAA850 act,ARFGAP1 inh,NPR2 activator,KLK7 zymogen act,ASAP1 GAP inh,rCAG binder
Cc1ccc([N+](=O)[O-])cc1NC(=O)Cc1cccs1,-5,7,5,-2,1.8,-3,5,-1.1,5,33
O=C(Nc1ccc(F)cc1)N1CCN(C(=O)C2CCCO2)CC1 (stereo not drawn),-1,12,-9,-7,2.3,-1,-1,-0.1,2,-2
CCOC(=O)Cn1c(C)nc2c(C(=O)OCC)sc(C)c2c1=O,0,-1,-16,-1,1.4,-9,11,-0.2,-13,1
CC12CCC(=O)N1C(C(=O)Nc1nc3ccc(Cl)cc3s1)CS2 (stereo not drawn),9,-5,-2,2,3.2,11,-4,-0.3,-2,6
CC1(c2nnnn2-c2ccc3c(c2)OCCO3)CCC(=O)N1C1CC1 (stereo not drawn),1,5,-12,1,/,0,-2,0.5,-4,0
CCOC(=O)C1=C(COC(=O)COc2cccc(C)c2C)NC(=O)NC1C (stereo not drawn),-1,10,-16,-9,-0.6,-5,-5,0.3,-9,-2
Cc1c(CC(=O)O)c(=O)oc2c(C)c3occ(-c4ccccc4)c3cc12,-3,-3,-31,-1,0.6,6,-5,-2.9,-10,17
CCOC(=O)C1=CCN(S(=O)(=O)c2ccccc2C)C1c1ccc(Cl)cc1 (stereo not drawn),-14,-10,11,-5,/,-1,-12,0.8,0,3
CCCOc1ccc(CNC(=O)C2CCN(c3nn4c(=O)cc(C)nc4s3)CC2)cc1,-3,5,2,1,1.6,2,-2,-0.4,0,-4
CC(C)Oc1cccc(C(=O)NC(=S)Nc2cccc(NC(=O)c3ccccc3Cl)c2)c1,0,8,9,-3,2.9,2,4,-0.1,6,16
COP(=O)(O)C(COCCC(CC(C)C)NC(=O)OCc1ccccc1[N+](=O)[O-])NC(=O)OCc1ccccc1 (stereo not drawn),0,-8,-6,-2,/,/,-1,/,/,/

# Carrying on:
SMILES,NPR1 activator,sPLA2-III inh,ADAM10 inh,DDE Tn6 FP inh,FXN GAA850 act,ARFGAP1 inh,NPR2 activator,KLK7 zymogen act,ASAP1 GAP inh,rCAG binder
O=C(Nc1ccccc1Cl)c1ccc(=O)[nH]n1,-2,-5,1,9,4.2,5,0,0.2,10,3
CC(C)(C)c1ccc(-c2nnc(SCC(=O)c3ccc4ccccc4c3)n2-c2ccc(Cl)cc2)cc1,1,7,-1,-5,/,/,2,0.5,/,8
CCSc1nnc(NC(=O)C2CC(=O)N(Cc3ccc(C)cc3)C2)s1 (stereo not drawn),3,-4,-6,4,0.1,-5,2,0.6,10,-2
CCCC[C@H]1C2CC(OC(=O)Nc3ccccc3Cl)C(C2)[C@H]2CCCCN21 (stereo partly drawn),2,13,-7,1,/,/,-5,0.5,/,1
O=c1[nH]c2cc3c(cc2cc1CN(Cc1cccnc1)C(=S)NCc1ccco1)OCO3,1,-2,-155,-4,-0.5,-2,3,-0.4,10,2
C/C(CC(C)(C)C1CCCCC1)=N\NC(N)=S,-3,20*,1,7,-13,-6,-1,0.5,-7,-5
O=C(c1ccc(SCc2cccc(Br)c2)c([N+](=O)[O-])c1)N1CCN(c2ccccn2)CC1,-2,-3,-4,-1,1.5,-1,4,1.1,-3,4
Cc1cc(S(=O)(=O)NCc2ccccc2)ccc1OCC(=O)Nc1cccc([N+](=O)[O-])c1,-4,-43,18,-1,-5.2,10,-5,0.2,3,8
COc1ccc(S(=O)(=O)Nc2ccccn2)cc1C(=O)Nc1ccccc1,2,8,-16,-3,-0.7,4,-2,-0.3,12,-1
c1ccc(-n2c(SCC3CCCCO3)nnc2-c2cnccn2)cc1 (stereo not drawn),10,4,-6,-2,2.8,-5,-5,-0.4,-4,1
COc1ccc(OC)c(NC(=O)CCN2C(=O)c3ccccc3C2=O)c1,-1,0,-7,2,-0.1,13,-4,0.0,13,0
Cc1ccccc1OC1C(=O)N(Cc2ccc3c(c2)OCO3)C1c1sccc1C (stereo not drawn),-2,2,-5,3,-3.5,-3,-8,0.5,-2,1
Cc1ccc(C)c(OCC(=O)NCCNC(=O)COc2cc(C)ccc2C)c1,-2,-15,6,-9,-1.4,3,-7,-0.9,-10,-4
Cc1sc2ncnc(SCC#N)c2c1C,2,6,-10,-4,1.2,8,6,0.7,8,15
NC(=O)c1ccccc1N=Cc1cccnc1,7,4,-259,-3,1.2,-3,-8,7.1,-1,-2
O=C(NC1=NCCS1)C1CCN(S(=O)(=O)c2ccc(Cl)cc2)CC1,-1,8,-10,7,0.1,-12,4,-0.1,1,3
O=C1C(=O)N(CCN2CCOCC2)C(c2ccncc2)/C1=C(/O)c1ccc2c(c1)OCO2 (stereo not drawn),-1,-2,-4,1,1.5,-5,3,0.5,2,2
COC(=O)C1=C(C)N(Cc2ccc(C(F)(F)F)cc2)C(=NCc2ccccc2C(F)(F)F)NC1c1ccccc1C(F)(F)F (stereo not drawn),3,4,-3,-6,/,7,-5,0.7,4,0
Cc1ccc(C)c(NC(=O)C2C3CCCC2C3c2ccccc2)c1 (stereo not drawn),-4,-4,0,4,0.7,8,-5,0.0,5,-4
Cc1cc(-c2n[nH]c(=S)n2/N=C/c2cc([N+](=O)[O-])ccc2Cl)n[nH]1,-7,2,2,7,3.4,0,-5,-0.1,-16,3
Cc1ccc(CNc2ccc(Cl)cc2[N+](=O)[O-])cc1,4,4,-2,4,2.8,6,-7,-0.5,-7,1
CCn1cc(S(=O)(=O)Nc2ccc(C)c(Cl)c2)cn1,2,-3,3,7,-0.7,0,2,0.3,8,-2
COc1ccc(NC(=O)CN(c2c(C)cccc2C)S(C)(=O)=O)cc1,0,-8,13,2,-0.6,-12,0,0.4,-11,0
O=C(O)C1CCCN1S(=O)(=O)c1ccccc1 (stereo not drawn),-1,9,0,-2,-2.0,0,6,0.0,6,2
CCn1c(NCc2ccco2)nc2c1c(=O)n(C)c(=O)n2C,7,-3,0,0,2.2,-3,5,0.0,5,-3
CC1CC(C)CN(S(=O)(=O)c2cccc3cccnc23)C1 (stereo not drawn),-6,-1,0,-1,1.8,-12,-6,-0.3,7,0
O=C(Nc1cnn(Cc2ccc(Cl)cc2Cl)c1)c1noc2c1CCCC2,-1,-14,-6,5,0.6,3,7,0.1,4,6

# Compound activity as filed in PubChem.

# Rows are unselected; about 4.5% have a hit in one of these screens.
